TEAD-YAP block – TEAD-YAP interaction inhibition; actives 1.4% (n = 640,000); HEK-TIYL cells, TEAD-Gal4/YAP UAS-luciferase luminescence; AID 1259422; inhibition, % at 9.12 µM; in the data active = inhibition above about 32%;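 note: 0% = median of test compound wells and 100% = reference inhibitor wells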
FBW7 act – human FBW7 E3 ligase activation, primary screen | Q969H0 | AlphaScreen FBW7–phospho-cyclin E peptide binding, activator screen | normalized activity (activation), % at 26.1 µM | actives 0.13% (n = 650,000) | AID 1259310; in the data active = normalized activity above about 1.9%;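 note: purified mutant Fbw7 with reduced substrate affinity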
GPR151 ag – activators of human GPR151; Q8TDV0; PathHunter beta-arrestin GPR151 cells, luminescence; activation, % at 11.2 µM; actives 1% (n = 650,000); AID 1508602; in the data active = activation above about 4.9%;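 note: 0% = median of compound wells and 100% = cells with positive control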
Target sequence (Q8TDV0 whole entry, looked up): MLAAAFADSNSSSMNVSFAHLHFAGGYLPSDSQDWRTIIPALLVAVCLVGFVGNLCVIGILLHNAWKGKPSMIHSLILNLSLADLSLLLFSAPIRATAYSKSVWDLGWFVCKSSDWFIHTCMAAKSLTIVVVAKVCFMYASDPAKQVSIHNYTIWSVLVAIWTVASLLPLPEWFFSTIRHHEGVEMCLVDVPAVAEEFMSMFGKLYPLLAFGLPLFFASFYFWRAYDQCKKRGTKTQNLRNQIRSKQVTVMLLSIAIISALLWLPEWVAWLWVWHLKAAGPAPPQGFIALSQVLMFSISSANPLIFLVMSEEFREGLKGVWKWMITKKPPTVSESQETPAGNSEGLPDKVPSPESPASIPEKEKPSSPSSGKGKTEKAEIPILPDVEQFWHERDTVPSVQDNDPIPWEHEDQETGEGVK
MITF inh – blocks human microphthalmia-associated transcription factor | inhibition, % at 2.6 µM | AlphaScreen MITF homodimerization, bead proximity signal | actives 0.91% (n = 650,000); in the data active = inhibition above about 50%;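 note: 0% = vehicle wells with protein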
Target sequence (O75030 whole entry, looked up): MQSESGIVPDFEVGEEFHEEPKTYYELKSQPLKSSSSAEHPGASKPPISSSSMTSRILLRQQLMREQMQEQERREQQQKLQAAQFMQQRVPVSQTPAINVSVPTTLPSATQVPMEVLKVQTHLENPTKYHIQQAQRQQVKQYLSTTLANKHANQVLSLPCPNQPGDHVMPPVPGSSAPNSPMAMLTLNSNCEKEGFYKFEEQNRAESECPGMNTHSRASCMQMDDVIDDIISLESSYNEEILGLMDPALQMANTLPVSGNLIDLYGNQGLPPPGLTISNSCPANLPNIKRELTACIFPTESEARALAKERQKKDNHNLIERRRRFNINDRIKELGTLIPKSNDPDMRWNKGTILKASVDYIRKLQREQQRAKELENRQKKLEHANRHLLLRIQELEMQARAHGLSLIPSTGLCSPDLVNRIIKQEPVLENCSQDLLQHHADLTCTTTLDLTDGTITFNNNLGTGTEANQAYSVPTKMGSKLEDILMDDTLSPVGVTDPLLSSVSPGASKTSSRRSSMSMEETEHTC
* = called active by the depositor. Rows are unselected; 3.5% or so of the library scored in one or more.

Sample of the layout, 5 compounds:
SMILES	TEAD-YAP block	FBW7 act	GPR151 ag	MITF inh
FC(F)(F)c1cccc(CNc2cc(NCCN3CCOCC3)ncn2)c1	11	-0.1	-1.0	7
COc1ccc2c(c1)CC(C(=O)Nc1ccc(-c3cn[nH]c3)cc1OC1CCCC(O)C1)CO2 (stereo unspecified)	13	-0.3	0.0	2
CCCCN=C(C(=O)Nc1ccccc1OC)c1ccccc1NC(C)=O	2	0.1	-0.9	9
NC(=S)NN=C(Cc1ccccc1)Cc1ccccc1	6	-0.2	-0.7	2
COc1ccc(CCNC(=O)c2ccc3c(c2)ncn3-c2ccc(C(C)C)cc2)cc1OC	4	0.2	-0.8	16

Main list, from the start:
SMILES	TEAD-YAP block	FBW7 act	GPR151 ag	MITF inh
FC(F)(F)c1cccc(CNc2cc(NCCN3CCOCC3)ncn2)c1	11	-0.1	-1.0	7
COc1ccc2c(c1)CC(C(=O)Nc1ccc(-c3cn[nH]c3)cc1OC1CCCC(O)C1)CO2 (stereo unspecified)	13	-0.3	0.0	2
CCCCN=C(C(=O)Nc1ccccc1OC)c1ccccc1NC(C)=O	2	0.1	-0.9	9
NC(=S)NN=C(Cc1ccccc1)Cc1ccccc1	6	-0.2	-0.7	2
COc1ccc(CCNC(=O)c2ccc3c(c2)ncn3-c2ccc(C(C)C)cc2)cc1OC	4	0.2	-0.8	16
CC(=O)Nc1cccc(NC(=O)CSc2nnc3[nH]c(=O)c(C)c(C)n23)c1	-4	-0.2	0.7	11
CCCNc1nc(-c2ccc(C(N)=O)cc2)nc2nc[nH]c12	2	-0.2	-2.1	1
CC1(C)CC(NC(=O)CCC2(Cc3ccc4ccccc4c3)CCC(=O)N2)CCO1 (stereo unspecified)	10	0.0	0.3	1
COc1ccc(OC)c(/C=N/NC(=O)CSCc2ccccc2Cl)c1	5	0.1	0.4	-9
OCCC1CN(Cc2ccon2)CCN1Cc1cccs1 (stereo unspecified)	-1	-0.1	0.6	-4

Some entries already given, limited to FBW7 act, GPR151 ag and TEAD-YAP block:
Structure,FBW7 act,GPR151 ag,TEAD-YAP block
CCCNc1nc(-c2ccc(C(N)=O)cc2)nc2nc[nH]c12,-0.2,-2.1,2
CC1(C)CC(NC(=O)CCC2(Cc3ccc4ccccc4c3)CCC(=O)N2)CCO1 (stereo unspecified),0.0,0.3,10
COc1ccc(OC)c(/C=N/NC(=O)CSCc2ccccc2Cl)c1,0.1,0.4,5
OCCC1CN(Cc2ccon2)CCN1Cc1cccs1 (stereo unspecified),-0.1,0.6,-1

(more compounds)
SMILES	TEAD-YAP block	FBW7 act	GPR151 ag	MITF inh
Cc1ccc(CNC(=O)CCCOc2ccc(Cl)cc2Cl)cc1	-4	0.0	4.8	14
C=CCn1c2cc(C)oc2c2cn[nH]c(=O)c21	1	-0.1	-0.3	-7
C=CCOC(=O)/C(C#N)=C\c1ccc(-c2ccc([N+](=O)[O-])cc2)o1	-2	0.1	0.2	8
Cc1cccc(N2C(=O)CC(Sc3nccc(C)n3)C2=O)c1 (stereo unspecified)	4	-0.2	0.0	-9
Cc1cc(C)n(C(=O)c2cccc(S(=O)(=O)N3CCOCC3)c2)n1	-8	0.3	-1.7	8
COc1cc([C@@H]2c3cc4c(cc3C(OC3O[C@@H]5COC(C)O[C@H]5[C@H](O)[C@H]3O)C3COC(=O)[C@@H]32)OCO4)cc(OC)c1O (stereo partly specified)	-26	0.1	0.2	8
CC(C)OCCCNCc1cccc(Cl)c1Cl	1	0.1	0.1	10
CC(C)C(Nc1ncnc2sc3c(c12)CCC3)C(=O)O (stereo unspecified)	5	0.0	0.8	-5
NC(=O)CC[C@H](NC(=O)c1ccc(F)cc1)C(=O)NNC(=O)Cc1ccccc1	8	0.9	-1.4	8
Cn1nc(-c2ccc(F)cc2)cc1C(=O)N1CCN(S(=O)(=O)C2CC2)CC1	1	0.0	4.3	1
Cc1ccc(NC(=O)c2c(NC(=O)c3ccc(C)cc3)sc(C)c2C)cc1	6	0.1	-0.1	8
Cc1cc(C)cc(C(=O)Nc2ccc(-c3ccc4nnc(-c5ccccn5)n4n3)cc2)c1	0	-0.1	1.6	0
N#Cc1cn(CC(=O)OCc2ccccc2)nc1[N+](=O)[O-]	10	0.0	-0.5	-19
COc1ccc(-c2nc3ccccc3c(=O)n2NCc2ccccc2O)cc1OC	-9	0.0	0.7	6
O=C1CCCN1CCCNc1nc(Nc2ccccc2)c2ncn(CCN3CCCC3=O)c2n1	0	-0.2	2.4	-3
COc1ccc(S(=O)(=O)Nc2cccc(-n3c(C)nc4ccccc4c3=O)c2)cc1OC	0	0.3	-0.3	5
CCc1c(C)sc2nc(C)nc(SCC(=O)NC3CCCC3)c12	1	0.5	-1.6	16
COc1ccc(Cl)cc1C(=O)NCC1(c2cccs2)CC1	-10	0.0	-0.4	-5
CCC(C)NC(=O)C1CCCN(S(=O)(=O)N2CCOCC2)C1 (stereo unspecified)	-1	-0.2	8.8*	6
Cc1cc(Nc2ccccc2)n(-c2ccc([N+](=O)[O-])cc2)n1	-3	0.0	-0.4	13
COC(=O)C1=C(C)N(c2cccc(C(C)=O)c2)C(=O)/C1=C\c1ccc(O)c(OC)c1	1	-0.2	-1.1	-4
Cc1cc(C)cc(NC(=O)CN(C)S(=O)(=O)c2cnc[nH]2)c1	7	0.0	-0.6	0
COc1ccccc1NC(=O)COc1c(Cl)cc(Cl)cc1[N+](=O)[O-]	-6	-0.2	-1.2	1
CCOC(=O)N1CC(=O)Nc2ccc(Br)cc2C1c1ccccc1 (stereo unspecified)	4	0.0	-0.5	11
O=C(N/N=C/c1cc(Br)ccc1O)c1ccc2ccccc2n1	2	0.2	0.2	5
CC(=O)c1ccc(NC(=O)COc2ccccc2C(C)(C)C)cc1	-27	-0.1	-0.2	-2
CSc1nc(N)nc2nc[nH]c12	-10	0.0	16*	2
O=[N+]([O-])c1ccc(NS(=O)(=O)Cc2ccccc2)c([N+](=O)[O-])c1	11	0.0	3.1	11
COc1ccc(OCC(=O)NNC(=O)c2ccco2)cc1	-14	0.0	0.0	-12
Cc1cccc(CN2CCN(S(=O)(=O)c3ccc4ccccc4c3)CC2)c1	0	0.1	0.5	-16
COc1cc2c(C(=O)Nc3ccc(F)cc3F)cn(C)c(=O)c2cc1OC	-4	0.0	-0.2	6
CCN(CC)CCNC(=O)c1cccc(-n2c(=S)[nH]c3cc(Cl)ccc3c2=O)c1	-8	0.7	-0.5	8
CCOC(=O)CSc1n[nH]c(NS(=O)(=O)c2cccc(C)c2)n1	-13	-0.1	-1.3	-6
CCOc1ccc(-c2nnc(SCC(=O)Nc3ccc(C)c(Cl)c3)nc2-c2ccc(OCC)c(OC)c2)cc1OC	4	0.2	1.8	6
Cc1ccccc1OCC(=O)Oc1coc(CSc2ncccn2)cc1=O	10	-0.3	-2.2	10
CC(O)C1C=C2C(C)(C)CCCC2(C)n2c(=O)c3ccccc3c(=O)n21 (stereo unspecified)	-2	0.0	-0.5	8
Cc1ccc(NC(=O)c2ccc(-c3cccc(Cl)c3C)o2)cc1	4	-0.1	1.0	14
O=C(O)c1ccc(N(Cc2ccccc2)S(=O)(=O)c2ccccc2)cc1	-3	-0.2	0.3	-6
Cc1oc(/C=N/NC(=O)COc2cccc(Br)c2)cc1Br	8	-0.1	-0.4	-2
O=C(NCCSc1nnnn1-c1ccccc1)Nc1ccccc1	9	0.1	1.2	-7
O=C1CCCN1CCn1cnc2c(Nc3ccc4c(c3)OCO4)nc(N3CCCC3CO)nc21 (stereo unspecified)	1	-0.3	0.9	-18
Cc1ccc(NS(=O)(=O)c2c[nH]c3ccc([N+](=O)[O-])cc23)cc1C	1	-0.2	0.4	-8
CCC(=O)NCCSc1c(C)[nH]c2ccccc12	-4	0.0	-1.1	14
O=C(Nc1cc(C(=O)c2ccccc2)ccc1N1CCOCC1)c1ccc([N+](=O)[O-])cc1	3	-0.2	2.6	-18
CCCn1c(=O)[nH]c2c(C(N)=O)nc(-c3ccc(OC)cc3)nc21	-5	-0.1	-0.4	15
Cn1c(=O)c2c(SCc3cccnc3)nc(CC(C)(C)C)nc2n(C)c1=O	-5	0.1	1.7	8
COc1ccc(OC)c(NC(=O)c2cc(S(=O)(=O)NCc3ccc(C)cc3)ccc2F)c1	-3	-0.2	-0.3	0
NC(=O)C1CCN(C(=O)c2ccccc2)CC1	3	-0.2	0.1	-2
CC12CCC(C(=O)N3CCOCC3)(C(=O)C1=O)C2(C)C (stereo unspecified)	11	0.1	1.6	-1
CCOC(=O)c1sc2nc(CC(=O)OC)nc(Nc3cc(OC)c(OC)c(OC)c3)c2c1C	12	0.0	0.3	14
More results follow:
SMILES	TEAD-YAP block	FBW7 act	GPR151 ag	MITF inh
O=C(Nc1cccc(C(F)(F)F)c1)N[C@H]1C[C@H]2C(=O)N[C@@H](Cc3ccc(Cl)cc3)C(=O)N2C1	-1	-0.1	0.8	-6
CCCc1cc2c(=O)c(-c3ccc(C(=O)OCC)o3)coc2cc1OC(C)=O	11	0.1	2.5	-1
O=C(O)COCC(=O)Nc1ccc(Br)cc1	8	0.0	-0.7	8
O=C(Nc1ccccn1)c1cccc(S(=O)(=O)NCCOc2ccccc2)c1	8	-0.2	-0.2	-15
C=CCn1c(SCCCCC)nc2c(c1=O)C1(CCCCC1)Cc1ccccc1-2	-2	-0.2	-1.4	2
Cc1c(O)c(CN(C)C)cc2c(=O)c(-c3ccon3)coc12	-6	0.6	-1.6	-3
COc1ccc(-c2ncnn2-c2sc3c(c2C#N)CCCCCC3)cc1	-10	-0.3	0.1	-4
CC(Cc1ccccc1)NC(=O)c1ccccc1Cl (stereo unspecified)	-22	0.0	-2.0	5
CCN(CC)S(=O)(=O)c1ccc(OC)c(NC(=O)C=C(C)C)c1	8	0.6	1.3	16
Cc1nccn1CCCNC(=O)CC1C(=O)NCCN1Cc1ccc(Cl)c(F)c1 (stereo unspecified)	1	-0.1	1.2	5
COc1ccccc1-c1c(C(F)(F)F)oc2c(CN(C)C3CCCCC3)c(O)ccc2c1=O	12	0.0	2.7	7
CCOC(=O)c1sc2nc(SCc3ccccc3F)n(Cc3ccc(OC)cc3)c(=O)c2c1C	-9	0.0	-0.3	-3
COc1ccccc1-c1nc2cnccn2c1NC(C)(C)C	-3	0.7	0.9	-7
COc1ccc(-n2c(=S)[nH]c3cc(C(=O)NCCc4ccccc4)ccc3c2=O)c(OC)c1	-7	0.8	0.0	-2
Clc1cccc(N2COc3ccc4ccccc4c3C2)c1Cl	-1	-0.3	0.2	-2
Brc1ccc(-c2nnc3ccc(N/N=C\c4cccnc4)nn23)cc1	1	-0.1	-0.4	2
CC1=C(C(=O)OC(C)C)C(c2ccc(C)c(Br)c2)NC(=O)N1 (stereo unspecified)	-12	-0.2	0.9	-7
CCc1ccc(C2C(C(=O)OC)=C(C)NC3=C2C(=O)CC(c2ccccc2)C3)cc1 (stereo unspecified)	4	-0.1	1.5	1
O=C(NCc1ccco1)c1ccc(Br)c(S(=O)(=O)N2CCCCC2)c1	4	1.2	1.1	18
O=C(Nc1ccc(Cl)cn1)C(Sc1ccccc1)c1ccccc1 (stereo unspecified)	-12	1.4	-1.6	23
O=C(Cn1nnc2ccccc21)N/N=C\c1cccc2ccccc12	-7	0.1	-1.0	4
Cc1c(Cl)cccc1-n1c(SCC(=O)NCCc2ccccc2)nc2n[nH]c(C)c2c1=N	-6	0.4	-1.4	16
CCOc1ccc(CCNC(=O)Cn2nnc(-c3ccc(OC)cc3)n2)cc1OCC	-3	0.1	-1.2	-3
O=C(Nc1ccc(Cl)cc1C(=O)Nc1ccc(Br)cn1)c1ccco1	26	0.0	1.3	0
O=S(=O)(c1ccccc1F)N1CCN(S(=O)(=O)c2ccccc2F)CC1	9	-0.1	1.9	8
Brc1ccc(N=c2scc(-c3ccccc3)n2-c2ccccc2)cc1	7	-0.1	2.1	6
Cc1cccc(-n2ncc3c(=O)n(CC(=O)NCc4ccc(F)cc4)cnc32)c1C	-20	0.0	1.6	0
Cc1cc(C)n2cc(CSc3nnc(N)s3)nc2n1	10	0.1	-0.8	7
CCN1CCN(CCOc2ccc(Br)cc2C)CC1	-4	-0.4	-1.2	57*
Cc1ccsc1C1C=C(c2ccc(Br)cc2)Nc2nnnn21 (stereo unspecified)	-8	-0.1	-0.5	-15
CCc1ccc(NCN2C(=O)c3ccccc3C2=O)cc1	-8	-0.2	0.1	5
COc1cc(C(=O)O/N=C(\N)c2cccc([N+](=O)[O-])c2)cc(OC)c1OC	3	0.1	2.0	7
[O-][n+]1nc(Cl)ccc1-c1ccccc1	2	-0.1	0.2	10
c1cc(-c2nc3c4c5c(sc4ncn3n2)CCCCC5)ccn1	4	-0.1	-0.1	-4
CCCCNC(=O)c1cnn2c(C(F)(F)F)cc(-c3ccc(Br)cc3)nc12	2	0.0	-0.7	-2
CCC(=O)Oc1ccc(NC2=NS(=O)(=O)c3ccccc32)cc1	5	0.1	-1.7	-3
CS(=O)(=O)N1CCN(Cc2ccccc2)CC1C(=O)NCc1ccco1 (stereo unspecified)	-2	-0.2	0.3	-6
Cc1nc(NC(=O)CCc2ccccc2)ccc1Br	-34	-0.1	1.4	5
COc1ccc(-c2nc(Nc3ccc(NC(C)=O)cc3)c3ncn(Cc4ccc(C(F)(F)F)cc4)c3n2)cn1	9	-0.3	-1.6	-6
Brc1ccccc1CNC1CCN(Cc2ccccc2)CC1	-11	0.3	1.7	-5
O=C(/C=C/c1cn(-c2nc(-c3ccccc3)c3cc(Br)ccc3n2)[n+](-c2ccccc2)c1)c1ccccc1	-18	0.1	-0.7	77*
O=C(NCCc1c[nH]c2ccccc12)c1cccs1	-44	-0.1	-0.5	-3

Assay outcomes: PubChem, The Scripps Research Institute Molecular Screening Center
